# Screening results as filed in PubChem.
# HSF1 activator – HSF-1 activators, primary screen, NIH3T3-HGL cells, MG132 stress, luminescence, single point | NIH3T3-HGL HSF-1 luciferase reporter, 8 h; 100% = twice DMSO control signal | activation, % at 9 µM | actives 1.7% (n = 300,000) | AID 504408, 2011;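 active means mean replicate activation of at least 50% with a set share of replicates each reaching 50%; inconclusive means only one of those two conditions met; inactive means mean below 50% and too few replicates reaching it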;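 further: 0% = median of the neutral control wells and 100% = twice that signal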
# KLF5 inhibitor – KLF5 expression inhibitors, primary screen, DLD-1 cells, luminescence; DLD-1 KLF5 promoter-luciferase reporter; inhibition, % at 5 µM; actives 0.23% (n = 290,000);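 active means inhibition above a per-plate limit of that plate's mean compound inhibition plus 3 SD, cut at about 60% in these data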;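 further: 0% = DMSO wells and 100% = LY294002 at 200 µM; higher means less KLF5 promoter-driven luciferase light; inactives centre near -14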
# aSyn UTR inh – MLPCN primary screen, SNCA 5' untranslated region. alpha-synuclein 5'UTR reporter, inhibitor activity. inhibition, % (tested at 7.5 µM). actives 0.82% (n = 300,000). AID 1813, 2009; in the data active means inhibition above about 60%; inconclusive means no clear call, values can overlap the other calls;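 further: H4 neuroglioblastoma cells stably carrying SNCA 5'UTR luciferase fusion; 0% = DMSO wells and 100% = positive control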
# GSK3A inh – blockers of GSK3A enzyme activity – biochemical, luminescence, cell-free homogeneous, HTS, primary screen. Glycogen synthase kinase-3 alpha (Homo sapiens), P49840. GSK-3 alpha kinase, ADP-Glo luminescence, 60 min. actives 0.1% (n = 320,000). inhibition, % at 10 µM;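 in the data active means inhibition above about 50%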;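 further: GST-tagged GSK-3 alpha with peptide substrate and 25 µM ATP; 0% = DMSO neutral wells and 100% = GW8510 positive control wells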
# Target sequence (P49840 whole entry, looked up): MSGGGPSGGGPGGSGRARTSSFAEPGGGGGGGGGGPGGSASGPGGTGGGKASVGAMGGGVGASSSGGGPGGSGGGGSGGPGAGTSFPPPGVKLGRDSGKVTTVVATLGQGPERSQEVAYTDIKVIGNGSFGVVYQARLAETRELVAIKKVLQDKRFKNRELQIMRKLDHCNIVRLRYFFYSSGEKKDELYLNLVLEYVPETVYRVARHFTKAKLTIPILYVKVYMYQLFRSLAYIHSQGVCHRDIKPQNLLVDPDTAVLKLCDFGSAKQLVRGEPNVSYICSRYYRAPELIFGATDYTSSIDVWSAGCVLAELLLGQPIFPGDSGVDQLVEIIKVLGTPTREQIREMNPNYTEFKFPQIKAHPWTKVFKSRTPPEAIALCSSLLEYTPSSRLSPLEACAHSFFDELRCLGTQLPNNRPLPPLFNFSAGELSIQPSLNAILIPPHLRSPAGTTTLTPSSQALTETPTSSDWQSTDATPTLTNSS
# HSF1 inh – HSF1 inhibitors in luciferase reporter cells, primary screen, cell-based, NIH3T3, luminescence. NIH3T3-HGL HSE-luciferase, MG132-induced, luminescence 8 h; active compounds read low. activity change, negative = inhibition, % at 7.5 µM (by protocol). actives 0.77% (n = 300,000). AID 2098, 2009;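 active means more than half of replicate wells show activity change below -50%, luminescence cut by over half; inconclusive means some wells, but at most half, below -50%; inactive means no replicate well below -50%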;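 further: luciferase reports HSF-1 transcriptional activity via heat shock element; 0% = median of DMSO wells and -100% = zero luminescence signal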
# IEC-6 tox – cytotoxicity in IEC-6 intestinal epithelial cells, primary screen, cytotoxicity control for KLF5 inhibitor project, cell-based, luminescence | IEC-6 cytotoxicity, luminescence viability | actives 0.78% (n = 290,000) | inhibition, % at 5 µM; in the data active means inhibition above about 22%;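 further: 0% = plate median of test compound wells and 100% = cytotoxic reference compound wells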
# HSP90 inh – HSP90 inhibitors, primary screen, cell lysate, luminescence | actives 0.91% (n = 290,000) | inhibition, % at 5.6 µM | Rabbit reticulocyte lysate, luciferase refolding luminescence, 3 h;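 active means inhibition above the screen-wide mean plus 3 SD, computed separately per campaign, cut at about 16% in these data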;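 further: 0% = DMSO wells and 100% = 60 µM geldanamycin wells; inhibitors lower the luminescence because luciferase stays unfolded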
# PolyA inh – polyadenylation inhibitors in yeast reporter cells, primary screen, luminescence, S. cerevisiae | actives 0.02% (n = 300,000) | calls only at 12 µM | AID 1875, 2009 | S. cerevisiae SKY197-pL101 polyadenylation reporter, beta-gal luminescence; efflux-impaired pdr1/pdr3 knockout yeast; score 100 = 6 SD above DMSO;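 active means lowest replicate activity score at least 50, where 100 means six control SD above control mean; inconclusive means lowest score under 50 but half or more replicates reach 50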;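 further: yeast exposed to compound for 9 h at 30 °C; higher score means more reporter readthrough which indicates perturbed polyadenylation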
# AI-2 QS modul – Vibrio harveyi AI-2 quorum sensing modulators, primary screen, JMH597 strain, luminescence/OD600 ratio. Vibrio harveyi JMH597 AI-2 luminescence/OD600 ratio, 9 h; active compounds read low; strain lacks LuxN and CqsS sensors; 0 = neutral-control median. activity change, % at 7.5 µM. actives 0.4% (n = 300,000); in the data active means activity change below about -75%, passing the limit was not always enough; inconclusive means no clear call, values can overlap the other calls;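 further: luminescence divided by OD600 gain over 9 h not by final OD600 alone; inactives centre near 13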
# GSK3B inh – human GSK3beta kinase inhibitors, primary screen, biochemical, cell-free homogeneous, HTS; Glycogen synthase kinase-3 beta (Homo sapiens), P49841; GST-GSK3beta kinase, ADP-Glo luminescence, 60 min; active compounds read low; activity score (negative = inhibition), % at 10 µM; actives 0.038% (n = 300,000); AID 2097, 2009;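 active means more than half of replicate wells score below -50%, meaning over 50% inhibition versus plate controls; inconclusive means some replicates but at most half score below -50%; inactive means no replicate scores below -50%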;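 further: 0% = median DMSO wells and -100% = median GW8510 positive control wells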
# Target sequence (P49841 whole entry, looked up): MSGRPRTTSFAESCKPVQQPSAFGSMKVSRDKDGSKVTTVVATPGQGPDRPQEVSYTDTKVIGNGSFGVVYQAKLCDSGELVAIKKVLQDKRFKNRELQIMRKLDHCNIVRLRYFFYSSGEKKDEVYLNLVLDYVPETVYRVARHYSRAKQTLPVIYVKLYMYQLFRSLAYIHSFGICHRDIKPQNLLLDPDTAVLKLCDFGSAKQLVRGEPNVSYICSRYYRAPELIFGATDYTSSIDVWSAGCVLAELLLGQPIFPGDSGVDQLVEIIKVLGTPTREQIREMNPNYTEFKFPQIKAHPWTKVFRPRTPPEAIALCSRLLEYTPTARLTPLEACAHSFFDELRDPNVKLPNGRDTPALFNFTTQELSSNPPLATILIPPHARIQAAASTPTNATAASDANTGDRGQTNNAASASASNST
#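 Test system – GST-tagged human GSK3beta kinase, cell-free · Incubation – 60 min enzyme reaction, room temperature · Signal – ADP-Glo luminescence · Also added – peptide substrate and ATP at 25 µM · Controls – DMSO neutral wells and GW8510 at 20 µM as positive · Buffer or medium – Tris/MgCl2 kinase buffer · Measure – Luminescence-derived activity versus plate DMSO and GW8510 wells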
# Starred values were filed as active, the others as inactive; i = inactive; ? = inconclusive; · = no result given.
# Order of results: HSF1 activator | KLF5 inhibitor | aSyn UTR inh | GSK3A inh | HSF1 inh | IEC-6 tox | HSP90 inh | PolyA inh | AI-2 QS modul | GSK3B inh
Cc1nc(NC(=O)C23CC4CC(CC(C4)C2)C3)sc1Cc1ccc2c(c1)OCO2
→ 12 | -18 | -184 | -2 | -11 | -15 | 0 | i | -15 | 0
COc1ccc2oc(=O)cc(C)c2c1
→ -16 | 2 | -2 | 3 | -1 | -2 | 0 | i | 50 | -5
CCCCCCCc1nc2c(=O)n(C)c3ccccc3c2o1
→ 33 | -36 | -8 | -1 | 2 | 5 | 4 | i | 12 | -1
Cc1cccc(NC(=O)C(Cc2ccccc2)n2cccc2)c1 (centres undefined)
→ 13 | -15 | -9 | -3 | 0 | 2 | -3 | i | 12 | 1
Cc1ccc(-n2ncc(C(=O)N3CCN(C(=O)c4ccco4)CC3)c2C2CCN(C(=O)OC(C)(C)C)CC2)cc1C
→ 7 | 18 | 3 | 2 | -5 | -3 | 0 | i | 24 | -2
NNc1nc2cc3c(cc2s1)OCCO3
→ -28 | -6 | -5 | 4 | -25 | 8 | 5 | i | 5 | -1
CC(C)(C)OC(=O)CNC(=O)c1nc[nH]c1C(=O)NCc1ccc(CNC(=O)OC(C)(C)C)cc1
→ -11 | -1 | -12 | 0 | 2 | 1 | -6 | i | 4 | -5
Cc1ccc(COc2ccsc2C(=O)NNC(N)=S)cc1
→ 2 | -1 | -27 | -3 | 2 | 8 | -1 | i | 5 | 1
CC(=O)Nc1cc(-c2nn3c(C)nnc3s2)ccc1C
→ -11 | -46 | 11 | 4 | -7 | -5 | -2 | i | 31 | 0
Cc1ccc(C(=O)C=CNNC(=O)c2ccccc2)cc1
→ 26 | -47 | -29 | -2 | 11 | 4 | 3 | i | 5 | 0
Cc1ccc(C(=O)NC(=S)Nc2nc(-c3cccc([N+](=O)[O-])c3)cs2)c(Cl)c1
→ -13 | -28 | -25 | -1 | -4 | 2 | 3 | i | 35 | 3
CC(=O)N(c1ccccc1)c1nnc(-c2cnc(C)cn2)s1
→ 54* | -178 | -83 | -4 | 18 | -1 | 1 | i | 12 | 1
COC(=O)CSC(C(=O)Nc1ccc(C)c(C)c1)c1ccccc1 (centres undefined)
→ -2 | -5 | -44 | 0 | 2 | 5 | 0 | i | 10 | 0
C/C(=N/NC(=O)c1ccoc1C)c1ccc(NC(=O)c2ccncc2)cc1
→ 42 | -55 | -206 | 1 | 16 | 4 | 1 | i | 19 | -1
Cc1cccc(-n2nnnc2SCn2nnc3ccccc3c2=O)c1
→ 7 | -11 | -13 | -1 | 11 | 0 | 5 | i | 10 | 3
CC(NC(=O)c1cn(C)c2ccc(S(=O)(=O)N3CCCC3)cc2c1=O)c1ccc2c(c1)OCCO2 (centres undefined)
→ 5 | -8 | 20 | 1 | -1 | 0 | -1 | i | -4 | 0
CCCCN1C=C(C(=O)OC)C(c2ccccc2Cl)C(C(=O)OC)=C1
→ 18 | -1 | 4 | -2 | 9 | -1 | -2 | i | 15 | -1
O=C(c1ccco1)N1CCN(C/C=C/c2ccccc2)CC1
→ -6 | -25 | -5 | -1 | -1 | 1 | 1 | i | 11 | 2
Cc1cccc(C)c1NC(=O)Cn1cnc2c(=O)n(C)c(=O)n(C)c21
→ -9 | -12 | 18 | -8 | -8 | -3 | 1 | i | 16 | 0
N#C/C(=C/c1ccc(N2CCOCC2)o1)C(=O)N1CCOCC1
→ 1 | -30 | -22 | 2 | -9 | -8 | 1 | i | 8 | 27

# (continued)
# Order of results: HSF1 activator | KLF5 inhibitor | aSyn UTR inh | GSK3A inh | HSF1 inh | IEC-6 tox | HSP90 inh | PolyA inh | AI-2 QS modul | GSK3B inh
CCOC(=O)C1(Cc2ccccc2)CCN(Cc2cnn(-c3ccccc3)c2)CC1
→ 2 | -62 | 16 | 0 | 1 | -5 | 5 | i | 13 | -1
CC(=O)Nc1ccc(S(=O)(=O)NC(CC(=O)N(C)Cc2ccccc2)C(C)C)cc1 (centres undefined)
→ 8 | -7 | -4 | -2 | 5 | -10 | -1 | i | 8 | 2
COc1ccc(C(C(=O)NC2CCCCC2)N(C(=O)c2ccccn2)c2cccnc2)cc1 (centres undefined)
→ -9 | -14 | -20 | -2 | -7 | 2 | -2 | i | 31 | 7
CCC(=O)N1CCN(c2ccc(NC(=O)COc3ccccc3[N+](=O)[O-])cc2)CC1
→ 1 | 1 | 21 | -1 | 2 | -2 | 4 | · | 27 | 1
Cc1ccc(OCc2nc(-c3ccccn3)no2)cc1
→ 63* | -142 | -64 | 1 | 41 | 0 | 5 | i | ? | 1
CC1=CC(=C(C#N)c2nc3ccccc3s2)C=C(C)N1CC1CCCO1 (centres undefined)
→ 3 | -19 | -41 | 1 | 7 | 4 | 0 | i | · | ·
O=C(COc1cccnc1[N+](=O)[O-])Nc1ccc2c(c1)OC(F)(F)O2
→ -13 | 0 | 2 | 0 | -6 | 0 | 1 | i | 9 | -2
O=C(Cc1cccc2ccccc12)NNC(=O)Nc1cccc(Cl)c1
→ 5 | 3 | 17 | -1 | 1 | -4 | -2 | i | 10 | -2
O=C(NCC1CCCO1)/C(=C\c1ccco1)NC(=O)c1ccccc1 (centres undefined)
→ 11 | -36 | -16 | -5 | -4 | -4 | -2 | i | 11 | -2
C=CCn1c(SCC(=O)C(C)(C)C)nnc1-c1ccccn1
→ -11 | -40 | 0 | 3 | 2 | -4 | -2 | i | 13 | -3
C#CC[N+](C)(C)CCCCCCCCCCCC
→ 5 | 24 | 77* | 5 | -5 | 9 | -1 | i | 20 | 2
CC(=O)N1CCOc2ccc(S(=O)(=O)NCCc3ccc(C)cc3)cc21
→ 14 | -11 | -25 | -3 | -1 | 0 | -3 | i | 7 | -1
O=C(Nc1cccnc1Cl)C1c2ccccc2Oc2ccccc21
→ -1 | -27 | -1 | -5 | 4 | 1 | 1 | i | 33 | -4
CCNC(=S)N/N=C/c1cc(Br)cc(Br)c1OC
→ -14 | 4 | 7 | -4 | -6 | 1 | 3 | i | 32 | -3
N#CC1(P(=O)(c2ccccc2)c2ccccc2)CCCC1
→ 6 | -35 | 3 | 0 | 3 | 3 | -1 | i | 17 | 0
Cc1ccc(C(=O)COC(=O)CCc2ccc(S(=O)(=O)N3CCCCC3)cc2)cc1
→ -6 | -5 | 10 | -5 | -4 | 12 | 2 | i | 30 | 0
CCOC(=O)NC(=O)/C(C#N)=C/c1ccc(N(C)C)cc1
→ 13 | -3 | -10 | 2 | -2 | 1 | 0 | i | 5 | 6
CCCCCC(=O)N1CCN(S(=O)(=O)c2ccc3c(c2)OCCCO3)CC1
→ -14 | · | 8 | 1 | -3 | · | · | i | 25 | -25
O=C1OCCC1Sc1nnc(-c2ccccc2Br)n1Cc1ccccc1 (centres undefined)
→ 9 | -4 | -10 | -1 | -1 | -2 | -2 | i | 3 | 1
Cc1ccccc1C(=O)NC1CC(C)(C)NC(C)(C)C1
→ -4 | -19 | 5 | -4 | -2 | -5 | -2 | i | 5 | 3

# Next structures follow:
# Order of results: HSF1 activator | KLF5 inhibitor | aSyn UTR inh | GSK3A inh | HSF1 inh | IEC-6 tox | HSP90 inh | PolyA inh | AI-2 QS modul | GSK3B inh
CSCC[C@H](NC(=O)[C@H](Cc1ccccc1)n1c(=O)[nH]c2ccccc2c1=O)C(=O)N1CCC(C(=O)O)CC1
→ 5 | -14 | 11 | -4 | -5 | 0 | -3 | i | 11 | 2
COCCN(C(=O)COC(=O)c1ccc2c(c1)OCCO2)c1c(N)n(Cc2ccccc2)c(=O)[nH]c1=O
→ -7 | · | -3 | -2 | -2 | · | · | i | 8 | 1
CC(C)(C)Nc1nc(Cl)nc(N(C#N)CN2C(=O)c3ccccc3S2(=O)=O)n1
→ 14 | -9 | 3 | -2 | 17 | -2 | -6 | i | -3 | 0
COc1ccccc1NC(=O)C(C)OC(=O)CCCOc1ccccc1 (centres undefined)
→ 13 | · | 1 | -3 | 6 | · | · | i | 13 | 0
O=C(O)Cn1nc(-c2ccccc2)oc1=O
→ 8 | -10 | 11 | -4 | -4 | 0 | 3 | i | 11 | -5
COc1ccc(C2C(C#N)=C(N)OC(C(C)(C)C)=C2C#N)cc1OC (centres undefined)
→ 8 | -35 | 8 | -2 | 3 | 0 | -1 | i | -2 | 0
O=C(Cn1cc(C(=O)C2CC2)c2ccccc21)Nc1ccc(F)cc1
→ 6 | -3 | 28 | -2 | 6 | 0 | 0 | i | 11 | 2
Cc1ccc(S(=O)(=O)Nc2cc(C(=O)NCCN(C)C)ccc2N2CCCCC2)cc1
→ · | -8 | · | 3 | · | 4 | -2 | · | · | ·
CCS(=O)(=O)c1ccc(-c2csc(-c3ccc(Cl)cc3)n2)c(Cl)c1Cl
→ 14 | -30 | -31 | -1 | 11 | -5 | -2 | i | 9 | 4
CCN(CC)S(=O)(=O)c1ccc(NC(=O)CN(c2cccc(C)c2)S(C)(=O)=O)cc1
→ 5 | -38 | 17 | -2 | -3 | -1 | 2 | i | 11 | -1
COC(=O)c1c(NC(=O)c2ccccc2OC)sc(C(=O)N2CCOCC2)c1C
→ 1 | 6 | 18 | 0 | -5 | 10 | -3 | i | · | ·
Cc1nn(-c2ccccc2)c2c1c(C)c(CCC(=O)NCC1CCCO1)c(=O)n2C (centres undefined)
→ -8 | -4 | 3 | · | -2 | -3 | 12 | i | 7 | -1
COc1ccc2[nH]c3c(=O)n(Cc4ccc(C(=O)N5CCC(C(N)=O)CC5)cc4)c(=S)[nH]c3c2c1
→ -9 | -22 | -5 | -1 | -2 | -5 | -1 | i | -4 | 1
O=C(NCC1CCCO1)c1cccc(Oc2ccc([N+](=O)[O-])cc2Cl)c1 (centres undefined)
→ 3 | -17 | 17 | -1 | 8 | -3 | 0 | i | 10 | 1

# This is a subset. The share of hits here may be higher or lower than overall.
